MDM2 E3 inh: blocks human Mdm2 ubiquitin ligase activity. Q00987. cell-based MDM2 ubiquitination luciferase reporter, 2 h; 0 = plate control, 100 = twice control, blank-subtracted. signal enhancement, % at 5 µM. 0.11% of 210,000 active;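 active = signal enhancement of 30% or more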;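 also: luminescence tracks abundance of the self-degrading MDM2-luciferase fusion protein; higher signal means inhibition of MDM2 E3 ligase activity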
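Material: stable MDM2–luciferase fusion reporter cells / Quantity: 2000 cells/well / Dosing: single 5 µM compound dose, 0.2% final DMSO / Buffer or medium: DMEM / Schedule: 4 h cell settling then 2 h compound exposure, 37 °C / Detection: luminescence with SteadyLite reagent, 15 min at room temperature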
Ba/F3 V617F tox: lowers viability of Ba/F3 cells expressing EpoR and JAK2V617F. ATP luminescence. inhibition, % at 5.6 µM. 1.1% of 220,000 active. AID 1446;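 active = inhibition above the campaign mean plus 3 SD over all tested compounds, cut at about 24% in these data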;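 also: cytokine-independent growth of Ba/F3 cells driven by EpoR plus mutant JAK2; 0% = DMSO-treated cells and 100% = JAK inhibitor I control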
NPY-Y2 PAM-ag: potentiates or activates human NPY-Y2 receptor | 0.45% of 220,000 active | AID 1359 | cells expressing NPY-Y2, potentiator/agonist read-out | activation, % at 3.6 µM; in the data active = activation above about 27%;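 also: cells stimulated with NPY near EC25 plus isoproterenol at EC100; 0% = vehicle plus submaximal agonist and 100% = vehicle plus saturating agonist; some results beyond the cut were filed as inactive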
PERK inh: inhibitors of human PERK kinase; CHO PERK-DD fusion, SEAP luminescence translation reporter; 0.17% of 220,000 active; Q9NZJ5; inhibition, % at 5.6 µM;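 active = inhibition above the mean inhibition of all tested compounds plus 3 SD, set separately per screening campaign, cut at about 2.9% in these data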;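 also: PERK kinase domain activated by AP20187 dimerizer at 100 nM; 0% = DMSO with dimerizer and 100% = rapamycin at 8.4 µM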
Target sequence (Q9NZJ5 whole entry, looked up, the tested form may be a part): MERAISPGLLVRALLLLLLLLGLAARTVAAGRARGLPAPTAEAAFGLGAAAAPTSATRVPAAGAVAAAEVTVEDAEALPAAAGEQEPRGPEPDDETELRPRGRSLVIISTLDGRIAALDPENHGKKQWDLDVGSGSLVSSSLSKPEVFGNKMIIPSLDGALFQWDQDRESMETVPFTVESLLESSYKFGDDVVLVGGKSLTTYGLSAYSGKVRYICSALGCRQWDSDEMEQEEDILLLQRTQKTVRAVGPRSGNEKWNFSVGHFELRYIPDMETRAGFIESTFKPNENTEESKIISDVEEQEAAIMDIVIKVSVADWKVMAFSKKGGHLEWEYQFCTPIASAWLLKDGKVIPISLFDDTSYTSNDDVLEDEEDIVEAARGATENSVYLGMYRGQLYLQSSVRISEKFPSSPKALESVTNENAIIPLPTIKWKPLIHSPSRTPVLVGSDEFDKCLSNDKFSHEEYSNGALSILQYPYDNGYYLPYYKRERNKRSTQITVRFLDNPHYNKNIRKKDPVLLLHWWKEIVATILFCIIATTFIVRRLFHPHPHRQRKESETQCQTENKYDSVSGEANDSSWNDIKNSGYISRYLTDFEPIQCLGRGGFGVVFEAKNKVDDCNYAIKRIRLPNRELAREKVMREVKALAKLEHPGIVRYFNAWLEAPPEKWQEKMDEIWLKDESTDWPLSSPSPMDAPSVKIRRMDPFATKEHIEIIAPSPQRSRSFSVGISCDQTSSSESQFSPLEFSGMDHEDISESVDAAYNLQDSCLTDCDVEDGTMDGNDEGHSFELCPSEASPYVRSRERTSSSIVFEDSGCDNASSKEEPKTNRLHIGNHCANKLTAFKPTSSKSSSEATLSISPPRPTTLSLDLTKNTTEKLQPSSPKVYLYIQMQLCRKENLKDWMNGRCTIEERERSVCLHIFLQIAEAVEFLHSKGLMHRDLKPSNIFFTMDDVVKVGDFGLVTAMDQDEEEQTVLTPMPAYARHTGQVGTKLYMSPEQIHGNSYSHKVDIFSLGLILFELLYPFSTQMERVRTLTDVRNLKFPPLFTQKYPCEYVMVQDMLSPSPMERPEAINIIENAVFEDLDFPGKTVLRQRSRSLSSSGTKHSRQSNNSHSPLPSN
eIF4E 4G PPI: inhibitors of eIF4E and eIF4G interaction in translation initiation; TR-FRET eIF4E-eIF4GI(517-606) binding, 2 h; P63073+Q04637; 0.37% of 220,000 active; inhibition, % at 21.7 µM; AID 782;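 active = inhibition above about 30%, limit read from the data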;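 also: 0% = full FRET control wells and 100% = background wells lacking eIF4GI fragment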
S1P4 agonist: activates the human S1P4 receptor. O95977. S1P4-expressing cell line, agonist reporter assay. activation, % at 4.98 µM. 0.35% of 220,000 active. AID 1509; in the data active = activation above about 11%;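 also: 0% = DMSO vehicle and 100% = reference agonist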
Wee1 stabilizer: human Wee1 degradation inhibition, primary screen; P30291; HeLa Luc-Wee1K328M stability, luciferase luminescence; 100% = proteasome inhibitor MG132 effect; reporter increase, % at 5 µM; 1.2% of 220,000 active;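 active = activation above the mean of all tested compounds plus 3 SD, set per screening run, cut at about 8.8% in these data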;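 also: cells exposed to compound for 20 h before luminescence read; 0% = DMSO alone and 100% = MG132 at 30 µM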
BaF3 parental: parental Ba/F3 viability inhibition as JAK2V617F counter-screen. CellTiter-Glo ATP luminescence. inhibition, % at 5.6 µM. 1.1% of 220,000 active. AID 1486;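 active = inhibition above a per-campaign cutoff, the mean inhibition of all tested compounds plus 3 SD, cut at about 27% in these data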;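 also: 0% = DMSO wells and 100% = JAK Inhibitor I control wells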
S1P4 antagonist: antagonists of human S1P4 receptor | O95977 | S1P4-expressing cells, antagonist mode, reporter read-out | inhibition, % at 4.98 µM | 0.26% of 220,000 active | AID 1510; in the data active = inhibition above about 29%;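 also: 0% = wells stimulated with agonist and 100% = vehicle wells without agonist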
* = called active by the depositor; x = no result given; [ ] = another dose, or the depositor's remark.

SMILES | Wee1 stabilizer | Ba/F3 V617F tox | eIF4E 4G PPI | S1P4 antagonist | NPY-Y2 PAM-ag | S1P4 agonist | MDM2 E3 inh | PERK inh | BaF3 parental
C=C(C)c1cccc(C(C)(C)NC(=O)Nc2cc(C)ccc2OC)c1 | 3 | 0 | -1 | 7 | -5 | 0.5 | -2 | 1.4 | -1
COc1cccc(Nc2c(F)c(OC)c(F)c(F)c2C(=O)O)c1 | 1 | 5 | -4[fluorescence artefact?] | -3 | -1 | 2.0 | -17 | 0.8 | 3
O=C(Nc1ccc(S(=O)(=O)Nc2ncccn2)cc1)c1ccccc1NS(=O)(=O)c1ccc(Cl)cc1 | -2 | 1 | -7 | -20 | -25 | 3.4 | x | 1.2 | -3
CCOc1ccc(/C=N/Nc2ccccn2)cc1OC | 1 | 4 | 1 | -11 | -4 | -0.4 | -16 | -0.8 | 4
COC(=O)c1ccccc1NC(=O)CSc1ncccn1 | -4 | 2 | 2 | 11 | -20 | 0.7 | -6 | 0.1 | -1
COc1cc(SC)ccc1C(=O)Nc1ccc(Cl)cn1 | -3 | 0 | 4 | -10 | 0 | -0.1 | -88 | 1.2 | 3
CCOC(=O)Nc1cccc(OCC(=O)Nc2ccccc2OC)c1 | -1 | 0 | -2 | -3 | 10 | 0.5 | -10 | -1.0 | 2
CCOc1ccc(NC(=O)c2nn(-c3ccc(OC)cc3OC)c(=O)c3ccccc23)cc1 | 3 | 0 | -3 | -28 | 3 | 0.9 | 16 | 1.3 | 5
O=C(O)COc1ccc(NC(=O)c2cccs2)cc1 | 0 | -2 | 3 | -3 | -7 | 2.6 | 6 | -0.2 | 4
Cc1cccc(CSc2nnc(NC(=O)c3ccco3)s2)c1 | -1 | 0 | 1 | -8 | 24 | -0.8 | -8 | 1.2 | 6
Cc1c([N+](=O)[O-])c([N+](=O)[O-])nn1CC(=O)NCc1cccnc1 | -1 | -5 | -2 | 2 | 5 | -0.7 | 7 | 0.5 | -3
Cc1cc(NS(=O)(=O)c2ccc(NC(=O)C(c3ccccc3)c3ccccc3)cc2)no1 | -2 | 3 | 9 | -15 | 28 | 0.4 | 13 | -1.2 | 4
CCOC(=O)Nc1ccc2ncn(C)c(=O)c2c1 | -3 | -4 | 3 | -6 | 3 | 0.6 | -15 | 2.2 | 4
Cc1ccc(C)c(NC(=O)CN(C)C(=O)[C@@H](NC(N)=O)C(C)C)c1 | 0 | -2 | 4 | -7 | -3 | -0.8 | -17 | 0.8 | -4
CC(C)CCNc1nnnc2c1sc1nc(N3CCOCC3)c3c(c12)CC(C)(C)SC3 | 1 | 3 | -12[fluorescence artefact?] | -4 | -3 | -0.6 | -9 | -2.0 | 5
COc1ccc(S(=O)(=O)Nc2ccccc2C(=O)NC(C)C)cc1OC | 2 | -3 | -1 | 4 | -10 | 0.5 | -14 | -0.2 | 1
C=CCN(CC=C)c1cnn(-c2nc3ccccc3[nH]2)c(=O)c1Cl | 2 | 0 | -2 | 9 | 2 | -0.4 | -46 | -1.7 | 5
CSc1ccc(C#N)cc1NC(=O)c1ccc(Cl)cc1Cl | 0 | -1 | -3 | -13 | -34 | 0.3 | -17 | 0.3 | -3
Cn1c(Cn2cnc3ccccc32)nc2ccccc21 | -1 | -2 | -2 | -11 | 13 | 2.2 | 4 | 1.0 | 3
COc1ccc2[nH]c(C(=O)N(Cc3ccccn3)Cc3ccccn3)cc2c1 | 0 | -2 | 3 | 7 | 7 | -0.9 | 1 | 0.6 | -1
CCN(Cc1ccccc1)C(=O)Cn1cnc2c1c(=O)n(C)c(=O)n2C | -1 | -3 | -2[fluorescence artefact?] | 1 | -3 | -0.8 | -10 | -0.2 | 2
CC(C)OC(=O)CSc1nc(-c2ccc(F)cc2)nc2ccc(F)cc12 | 0 | -2 | 8 | -14 | -13 | -0.5 | -4 | 0.5 | 4
O=C(O)COc1ccc(/C=C2\SC(=Nc3ccccc3)N(c3ccccc3)C2=O)cc1 | 8 | -1 | 1 | 6 | 0 | -0.3 | -7 | 0.6 | 7
O=C1Nc2ccc(Br)cc2/C1=C/C(=O)c1ccc2c(c1)OCO2 | -2 | -2 | 8 | 17 | 2 | 0.4 | 2 | -0.9 | 1
O=C(Nc1ccc(Cl)cc1)Nc1nnc(SCc2ccc(Cl)cc2)s1 | -1 | -1 | 1[fluorescence artefact?] | -4 | -17 | 0.5 | -22 | -0.2 | 2
Cc1ccc(/C=C/C(=O)O)cc1S(=O)(=O)NCCCO | -2 | 2 | -11 | -14 | -5 | -1.7 | -3 | 1.4 | 4
CC(C)OP(=O)(OC(C)C)C(C)NC(=O)Cc1ccccc1 (centres undefined) | -3 | -3 | -2 | 1 | 0 | -0.2 | 0 | 0.2 | 1
O=C(CN1C2CCC1CC(NC(=O)Nc1ccccc1)C2)NCc1ccco1 (centres undefined) | 10* | 4 | -7 | 9 | -15 | 1.1 | 1 | -0.8 | 7
COc1ccc2c(c1)c(=O)c(C(=O)O)c(-c1ccc3c(c1)OCO3)n2C | -2 | 1 | 5 | -10 | -4 | 0.5 | -5 | 1.8 | 3
O=C(c1ccc(Cl)cc1)C1CCCN(Cc2cccn2-c2cccnc2)C1 (centres undefined) | 2 | 3 | -1 | -10 | -1 | -1.7 | -29 | -0.2 | 8
Cc1ccc(S(=O)(=O)N(C)CC(=O)OCc2nnc(-c3ccccc3)o2)cc1 | -2 | 4 | -4 | -23 | -2 | 2.4 | -1 | 0.2 | 3
CC(Oc1cccc(Cl)c1)C(=O)NCCCCc1ccccc1 (centres undefined) | -2 | -3 | 7 | -10 | -6 | 0.7 | -9 | -0.5 | 0
CCOC(=O)Nc1cc(C)ccc1OC | 0 | -3 | -12 | -14 | 6 | -0.6 | -8 | 0.6 | 0
CC(C)CCNC(=O)c1ccc2c(SCC(=O)O)c3c(nc2c1)CCC3 | -3 | -4 | 4 | 5 | -23 | -0.1 | -4 | 2.4 | 4
CC1CCN(C(=O)c2ccc(COc3ccccc3Cl)o2)CC1 | 0 | -3 | -2 | -25 | -15 | -0.8 | -9 | 0.3 | 6
CCN(CC)c1ccc(/C=C(/C#N)c2nc3ccccc3[nH]2)c(OC(C)C)c1 | -3 | -2 | -3[fluorescence artefact?] | 1 | 16 | -0.2 | -28 | -1.2 | 4
Cc1cc(NC(=O)CSc2nc3ccccc3n2CCC#N)no1 | -1 | -1 | 2 | 0 | -8 | 0.5 | -4 | 0.5 | 1
O=C(CSc1nc2cc3c(cc2c(=O)n1CCC1=CCCCC1)OCO3)NCc1ccco1 | 5 | 0 | 2 | -3 | -10 | 1.2 | -15 | -0.1 | 33*
CC(C)[C@H](NC(N)=O)C(=O)NCCc1ccc(Cl)cc1 | -4 | -2 | 3 | 10 | -1 | -0.2 | -1 | 1.1 | 2
CCCS(=O)(=O)N1CCCC(C(=O)NCCCOCC)C1 (centres undefined) | -1 | 9 | -1 | 10 | -22 | 0.5 | -28 | 0.6 | 8
Cc1ccc(SCC(=O)NC(=O)Nc2ccc3c(c2)OCCO3)c(C)c1 | -1 | -3 | 3 | -12 | 10 | 3.7 | -13 | 1.4 | -3
Cn1c(SCC(=O)Nc2ccc3c(c2)oc2ccccc23)nnc1-c1ccccc1 | -2 | -2 | -40[fluorescence artefact?] | -10 | -1 | -0.3 | -1 | 0.3 | 7
CCOC(=O)C1=C(CNC(C)(C)CC(C)(C)C)NC(=O)NC1c1cccc([N+](=O)[O-])c1 (centres undefined) | -2 | 1 | 3 | -17 | -11 | 0.9 | -13 | -0.9 | 4
CC(=O)Nc1cc(-c2nn(C)c(=O)c3ccccc23)ccc1N1CCCCC1 | 1 | 1 | 6 | 1 | -12 | 0.9 | x | -1.3 | 5
CC1Cc2ccccc2N1C(=O)c1cnc2n(c1=O)CCS2 (centres undefined) | 3 | -1 | 0 | -4 | -4 | 0.4 | -7 | 1.3 | 6
CCn1c(O)c(/C=C2\C=Nc3ccccc32)sc1=Nc1ccc(C)cc1 | 4 | -4 | -13 | 3 | 14 | 2.5 | -18 | 1.2 | 5
CCCCn1cnc2c(oc3nc4c(cc32)CCCC4)c1=O | 7 | 3 | -1 | 3 | -3 | 0.4 | -31 | 0.3 | 0
CC1CCN(c2c(NCC3CCC(C(=O)NCc4ccccc4Cl)CC3)c(=O)c2=O)CC1 (centres undefined) | 1 | 1 | -1 | -1 | 1 | 0.8 | x | 0.5 | 8
COc1cc(OC)c(NC2c3ccccc3C(=O)N2c2cc(C)ccn2)cc1Cl (centres undefined) | 4 | -4 | -6 | -25 | 11 | 1.0 | -12 | 1.0 | 2
CCOC(=O)CSc1ccc(C(=O)N2CCN(C)CC2)cc1[N+](=O)[O-] | -4 | 1 | 2 | 10 | 4 | -0.1 | 4 | 0.3 | 6
CCOC(=O)c1ccc(NC(=S)NNC(C)(C)C)cc1 | 0 | 5 | 0 | 6 | -13 | -2.5 | -6 | -1.9 | 4
O=C(Nc1cc2c(cc1Cl)OCCCO2)c1ccccc1 | 8 | 0 | 4 | -10 | 3 | -1.5 | -17 | -0.2 | 4
CCc1ccc(NC(=O)CO/N=C(\C)c2cc3ccccc3o2)cc1 | 3 | -2 | 1 | -27 | -13 | 1.5 | x | 0.4 | -1
COc1ccc(CN(CC2CCC(C(=O)O)CC2)C(=S)Nc2cc(Cl)ccc2OC)cc1 (centres undefined) | 1 | 4 | -1 | -10 | 8 | 0.1 | -13 | 1.6 | 7
Cn1ccsc1=NC(=O)c1ccccc1F | 1 | -1 | 0 | -2 | 4 | -0.3 | -4 | 1.9 | -3
Clc1cc2c(cc1/C=N/Nc1nc(N3CCOCC3)nc(N3CCOCC3)n1)OCO2 | 0 | 3 | -1 | -9 | -14 | 2.0 | -4 | -0.2 | 8
COC(=O)CSc1nnc(Cc2cc(=O)[nH]c(=O)[nH]2)n1-c1cccc(OC)c1 | -1 | 3 | 0 | -4 | 0 | 0.2 | -11 | 0.1 | -1
CS(=O)(=O)N(CC(=O)NCc1ccco1)c1ccccc1Cl | -1 | -3 | 5 | -10 | 16 | -1.7 | -11 | 0.5 | 1
Cn1c([N+](=O)[O-])cnc1COC(N)=O | -1 | 1 | -4 | -5 | 2 | 1.8 | x | 2.8 | 7
O=c1cc(N2CCCCC2)nc2n1CCCS2 | 1 | 12 | 7 | -8 | 12 | 25* | -9 | 1.6 | 3
O=C(NNC(=S)Nc1ccccc1)c1ccco1 | 2 | -4 | -2 | -13 | -4 | 4.3 | -16 | 0.9 | 0
Cc1ccc(S(=O)(=O)N2CCN(C(=O)N3CCOCC3)C2C(C)C)cc1 (centres undefined) | 0 | 0 | -1[fluorescence artefact?] | -8 | -3 | 0.6 | -4 | -0.4 | 1
Cc1cc(C)n(Cc2ccc(Cl)nc2)n1 | -1 | 1 | -3 | -24 | -14 | -0.3 | -4 | 0.4 | 9
